Bioassay records (PubChem BioAssay)
CAL PDZ FP-1: inhibitors of human CAL PDZ peptide binding; purified CAL PDZ, TMR-peptide fluorescence polarization, 1 h; AID 504414; Q9HD26; inhibition, % at 20 µM; 0.02% of 330,000 active;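 active = highest replicate inhibition of at least 40%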;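 note: plate controls were DMSO neutral control wells for no effect and unlabeled competitor peptide control wells for full effect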
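Assay system – tagged CAL PDZ protein CerCALP, purified · Timing – 1 h at RT · Compound – single point, 20 µM · Measured by – fluorescence polarization from S- and P-plane intensities, G-factor corrected · Evaluation – inhibition from polarization loss · Probe or stimulus – TMR reporter peptide T*-PRC34 · Buffer or medium – pH 7.4 phosphate-saline buffer, reducing agent, detergent, IgG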
Cardiac RTF inh: cardiac RTF calcium desensitization. P19429+P45379. IANBD-labeled cardiac RTF, Ca2+ fluorescence. inhibition, % at 7.15 µM. 0.12% of 340,000 active;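 active = inhibition above the mean inhibition of all tested compounds plus 3 SD, cut at about 17% in these data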;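 note: assay run at fixed EC70 calcium of 1.6 mM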
NSD2 inh: inhibitors of human histone methyltransferase NSD2. 0.54% of 310,000 active. O96028. AID 743445. inhibition, % at 12.5 µM. NSD2 peptide methylation, AlphaScreen, 120 min; in the data active = inhibition above about 50%
V-ATPase pHluor: regulators of yeast V-ATPase proton transport. 0.37% of 350,000 active. S. cerevisiae, pHLuorin cytosolic pH fluorescence. response, % at 10 µM; in the data active = response mostly above about 7.3%, no sharp cut-off; inactive = mostly below about 5.4%; note: actives read high; inactives centre near 0; some compounds called inactive have numbers as strong as hits; reference of the scale not given here
CAL PDZ FP-2: CAL PDZ (human) peptide binding inhibition; inhibition, % at 24.9 µM; AID 602252; 0.92% of 300,000 active; purified CAL PDZ, TMR-peptide fluorescence polarization, 1 h; Q9HD26;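 active = mean inhibition of at least 30% with at least half of replicates also reaching 30%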;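 note: 0% = DMSO neutral control and 100% = excess unlabeled competitor peptide PRC23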
C-LANA FP: inhibitors of KSHV LANA C-terminal domain DNA binding; MBP-C-LANA/FAM-LBS DNA binding, fluorescence polarization; inhibition, % at 9 µM; 0.078% of 340,000 active;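 active = highest replicate inhibition at or above 60% at 9 µM, even if other replicates fall short; inactive = all replicates below 60% inhibition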;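 note: 0% = neutral control wells and 100% = 4 µM acridine orange control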
DAGLB inh: blocks human DAGLB lipase activity; inhibition, % at 5.17 µM; 0.059% of 340,000 active; Q8NCG7; HEK293T DAGLB membrane lysate, EnzChek fluorogenic substrate; in the data active = inhibition above about 34%;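 note: 0% = enzyme with vehicle and 100% = wells lacking enzyme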
Target sequence (Q8NCG7 whole entry, looked up): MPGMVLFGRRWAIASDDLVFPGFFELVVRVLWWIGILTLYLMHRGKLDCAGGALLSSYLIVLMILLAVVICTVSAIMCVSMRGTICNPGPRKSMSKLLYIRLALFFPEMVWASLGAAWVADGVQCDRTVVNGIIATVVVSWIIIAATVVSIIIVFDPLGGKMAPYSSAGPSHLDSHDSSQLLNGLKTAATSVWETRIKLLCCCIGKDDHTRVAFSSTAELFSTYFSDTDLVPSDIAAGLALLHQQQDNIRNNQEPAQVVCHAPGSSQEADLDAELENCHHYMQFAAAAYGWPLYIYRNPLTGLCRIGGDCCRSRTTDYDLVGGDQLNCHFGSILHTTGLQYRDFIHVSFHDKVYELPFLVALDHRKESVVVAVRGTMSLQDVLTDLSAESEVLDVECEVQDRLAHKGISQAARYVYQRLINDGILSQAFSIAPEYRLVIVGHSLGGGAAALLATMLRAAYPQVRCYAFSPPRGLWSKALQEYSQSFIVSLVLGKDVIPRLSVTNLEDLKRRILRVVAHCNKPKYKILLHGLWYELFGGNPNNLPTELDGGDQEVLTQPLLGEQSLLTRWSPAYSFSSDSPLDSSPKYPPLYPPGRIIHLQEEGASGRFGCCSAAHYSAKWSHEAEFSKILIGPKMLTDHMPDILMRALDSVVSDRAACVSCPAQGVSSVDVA
Pemphigus Ab inh: blocks pemphigus antibody binding to human desmoglein-3; binding (percent of control), % at 10 µM; AID 588358; 0.48% of 310,000 active; P32926; DSG3-coupled beads, scFv-anti-DSG3-GFP binding, flow cytometry; stronger effect = lower value;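 active = binding more than 3 SD below its plate's average and above zero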;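 note: hits lower antibody fragment binding to DSG3; some compounds called inactive have numbers as strong as hits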
Keap1 Nrf2 FP: inhibitors of human Keap1-Nrf2 protein-protein interaction; Keap1 Kelch-Nrf2 peptide fluorescence polarization, 1536-well; inhibition, % at 9.4 µM; 0.15% of 340,000 active; in the data active = inhibition above about 12%;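 note: human Keap1 Kelch domain with fluorescein labeled Nrf2 9mer peptide probe; 0% = neutral control wells and 100% = peptide positive control; higher means more block of Keap1 binding to Nrf2 peptide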
Arr AP2 block: human beta-arrestin and AP2 interaction inhibition; 0.31% of 340,000 active; inhibition, % at 10 µM; AID 504490; FITC-arrestin peptide / GST-AP2 beads, flow cytometry; AP2 beta2 appendage carries R879A mutation;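 active = inhibition above a set limit, near 3 SD of compounds lacking own fluorescence, cut at about 54% in these data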;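 note: plate controls were DMSO wells for no effect and 5 µM unlabelled arrestin peptide for full effect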
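system = GST-tagged AP2 beta2-adaptin appendage (R879A) on 4 µm glutathione beads | reagent = FITC-labelled arrestin peptide probe, 50 nM final | schedule = compound with beads 12 min RT, then probe 1 h RT | signal = HyperCyt-sampled flow cytometry, FL1 channel, ex 488/em 535 nm | read-out = percent response from loss of bead-bound FITC fluorescence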
* = called active by the depositor; · = no result given. The list is partial (hit frequency here may not be typical).

SMILES	CAL PDZ FP-1	Cardiac RTF inh	NSD2 inh	V-ATPase pHluor	CAL PDZ FP-2	C-LANA FP	DAGLB inh	Pemphigus Ab inh	Keap1 Nrf2 FP	Arr AP2 block
CCOC(=O)N1CCN(c2ccc(Cl)c(Cl)c2)CC1	0.2	-8.8	-2.9	0.1	·	-0.7	-4.0	99.5	-6.3	1.1
O=[N+]([O-])c1ccc(N2CCSCC2)cc1O	1.7	0.8	1.4	1.0	-0.3	0.5	-0.8	91.1	-1.2	21.6
CCN(Cc1nc2ccccc2c(=O)[nH]1)C(=O)CN1C(=O)NC2(CCCCC2C)C1=O (configuration not stated)	-2.7	-8.8	-0.3	0.8	-3.0	1.7	1.4	·	-3.4	8.7
CC1(C)CC(=O)C(C=NCC2CCNCC2)=C(O)C1	0.2	-2.4	-0.8	-1.4	-0.3	-1.8	-0.3	103.1	0.1	26.2
COc1ccc(-c2ncc(CN3CCC(CO)(Cc4cccc(OC)c4)CC3)cn2)cc1	-3.2	8.6	0.5	-0.4	-3.5	0.9	-5.9	101.0	-2.1	7.3
Cc1oc(C(=O)O)cc1COc1ccc2c(C)cc(=O)oc2c1	-0.3	-15.9	-5.5	-2.1	-4.0	0.1	-0.4	84.4	-5.1	-2.1
COc1cc(/C=C/C(=O)NCc2ccccn2)cc(OC)c1OC	-0.2	11.9	-0.9	-0.5	-3.3	0.4	0.1	100.6	5.4	-7.1
Cc1cccc(C(=O)O[C@H]2[C@H](Cc3ccccc3)NS(=O)(=O)[C@H]3CC4C=C[C@]23O4)c1	0.1	-9.3	·	8.4	-2.5	0.1	2.6	101.0	-3.2	9.0
CCNC(=S)Nc1cc(OCC)c(N2CCOCC2)cc1OCC	-0.2	0.7	16.3	4.8	-0.4	-0.1	0.9	82.7	0.5	32.0
CN(CCC#N)C(=O)COC(=O)c1ccc2[nH]c3c(c2c1)CCCC3	0.4	·	3.2	-0.1	2.9	-1.2	·	96.5	-1.6	5.8
CN(C)CCNC(=O)c1ccc(CS(=O)(=O)c2ccc(Br)cc2)o1	0.7	-9.4	·	2.1	·	-0.1	-1.5	104.3	-7.5	19.5
CC(C)c1nc2oc3c(N4CCNCC4)ncnc3c2c2c1CCC2	-2.5	4.3	1.8	-0.3	0.1	2.6	-3.5	96.2	-0.3	-7.3
O=C1CCCC2=C1Sc1ccccc1N2	0.1	·	2.0	-2.6	·	4.7	·	101.5	-2.7	10.8
COc1ccc(C)cc1S(=O)(=O)N1CCCC(C(=O)NC2CC2)C1 (configuration not stated)	0.4	-9.3	-2.8	0.9	36.0*	-0.5	-0.6	101.4	-2.4	-7.4
O=C(CSc1nnc2ccc(-c3cccnc3)nn12)Nc1ccc(F)cc1F	0.0	2.2	16.6	-1.3	4.5	-1.2	1.6	85.8	-3.3	13.0
CCOC(=O)c1cnc(-n2nc(C)cc2C)nc1Nc1ccc(OC)cc1	1.3	0.6	14.2	6.2	7.7	-1.3	0.1	103.0	-0.9	9.8
Cc1nnc(Sc2nc3c(c(=O)[nH]c(=O)n3C)n2CCc2ccccc2)s1	0.1	-6.8	·	-1.8	-1.6	1.6	0.0	99.5	-9.1	26.8
C=CCn1c(SCCCc2ccccc2)nc2c1c(=O)[nH]c(=O)n2C	-0.8	-0.1	·	1.9	-7.0	1.4	-0.4	100.5	-7.3	-1.3
CCN(CC)CCN1C(=O)C2C(C(=O)Nc3ccc(C(C)C)cc3)C3C=CC2(O3)C1C(=O)NC1CCCCC1 (configuration not stated)	-1.2	8.1	3.8	-3.4	-1.6	-0.7	2.6	113.8	1.8	28.6
S=c1[nH]nc(Cc2cccs2)n1-c1cccc2ccccc12	-2.8	-3.8	1.3	-1.0	-3.0	-0.1	1.9	104.1	-2.5	4.3
CC(NC(=O)CN1C(=O)NC2(CCCCCC2)C1=O)c1ccccc1Cl (configuration not stated)	0.3	-8.7	-3.3	-3.1	-12.5	0.8	-3.3	103.9	1.5	30.9
NC(=O)c1oc2ccccc2c1NC(=O)c1ccc(F)cc1	0.0	-0.4	·	2.6	·	1.7	-4.9	100.6	3.0	-5.3
COC(=O)CN1C(=O)COc2ccc(S(=O)(=O)N3CCCC3)cc21	-2.2	1.7	2.6	2.0	-2.9	0.2	-1.2	120.2	-7.0	42.4
N#CC(C(N)=O)=C1CCC2(CC1)OCCCCO2	-0.1	-2.6	-1.1	18.9*	0.7	1.5	-1.6	·	4.5	6.4
Cc1cc(OCC(=O)N(Cc2ccco2)C2CCS(=O)(=O)C2)cc(C)c1Cl (configuration not stated)	-0.7	·	1.5	-2.1	-2.9	-0.3	·	94.3	4.4	-23.5

Complete entries, looked up by structure:
CC1(C)CC(=O)C(C=NCC2CCNCC2)=C(O)C1 is entered as CAL PDZ FP-1 = 0.2; Cardiac RTF inh = -2.4; NSD2 inh = -0.8; V-ATPase pHluor = -1.4; CAL PDZ FP-2 = -0.3; C-LANA FP = -1.8; DAGLB inh = -0.3; Pemphigus Ab inh = 103.1; Keap1 Nrf2 FP = 0.1; Arr AP2 block = 26.2
C=CCn1c(SCCCc2ccccc2)nc2c1c(=O)[nH]c(=O)n2C is entered as CAL PDZ FP-1 = -0.8; Cardiac RTF inh = -0.1; NSD2 inh = ·; V-ATPase pHluor = 1.9; CAL PDZ FP-2 = -7.0; C-LANA FP = 1.4; DAGLB inh = -0.4; Pemphigus Ab inh = 100.5; Keap1 Nrf2 FP = -7.3; Arr AP2 block = -1.3

2 entries from above, with two lines to a compound:
The line under a structure holds: CAL PDZ FP-1 | Cardiac RTF inh | NSD2 inh | V-ATPase pHluor | CAL PDZ FP-2 | C-LANA FP | DAGLB inh | Pemphigus Ab inh | Keap1 Nrf2 FP | Arr AP2 block
- N#CC(C(N)=O)=C1CCC2(CC1)OCCCCO2
→ -0.1 | -2.6 | -1.1 | 18.9* | 0.7 | 1.5 | -1.6 | · | 4.5 | 6.4
- Cc1cc(OCC(=O)N(Cc2ccco2)C2CCS(=O)(=O)C2)cc(C)c1Cl (configuration not stated)
→ -0.7 | · | 1.5 | -2.1 | -2.9 | -0.3 | · | 94.3 | 4.4 | -23.5

Next section
SMILES	CAL PDZ FP-1	Cardiac RTF inh	NSD2 inh	V-ATPase pHluor	CAL PDZ FP-2	C-LANA FP	DAGLB inh	Pemphigus Ab inh	Keap1 Nrf2 FP	Arr AP2 block
COc1cccc(N2C(=O)C(Cc3c[nH]c4ccccc34)NC2=S)c1 (configuration not stated)	-0.1	-20.4	15.3	4.3	-8.0	-0.9	0.9	·	-2.7	-4.4
CC(C(=O)N1CCCc2ccccc21)N1CCN(c2ccccn2)CC1 (configuration not stated)	-0.3	5.8	0.3	-2.1	-5.0	-0.5	1.2	103.1	2.5	0.9
CCCCn1c(N)c(N(CC(C)C)C(=O)c2ccc(C)o2)c(=O)[nH]c1=O	0.5	0.7	1.1	1.4	-5.0	1.2	-0.1	106.4	-0.1	-7.9
CCC(C)NC(=O)CCS(=O)(=O)c1ccc(Br)s1 (configuration not stated)	1.8	1.0	10.8	-2.3	-1.6	-0.1	-2.0	97.5	-2.3	13.7
O=C1Nc2ccccc2/C1=N\N1CCOCC1	1.9	1.6	0.8	1.2	-3.5	1.0	4.8	101.7	-8.3	3.3
COc1cc2c(cc1OC)C(c1ccccc1OC(C)C)CC(=O)N2 (configuration not stated)	-1.2	-3.0	-0.4	1.2	-1.4	0.5	4.3	106.9	-0.6	7.9
O=C(N/N=C/c1ccccc1OC(=O)c1ccc2c(c1)OCO2)c1cccc(F)c1	0.2	4.2	-0.7	1.7	-3.0	-0.6	-2.5	92.8	-5.0	2.6
Cc1nn(-c2ccccc2)c(NC(=O)c2cccs2)c(-c2ccccc2)c1=O	-2.6	3.2	-2.2	2.2	-1.3	-0.3	2.5	99.8	0.2	-1.5
COC(=O)CSc1nnc(CNS(=O)(=O)c2ccc(Br)cc2)n1C	-1.6	1.9	0.0	1.1	2.9	-0.4	0.8	87.6	-2.8	-3.3
CC(OC(=O)CN1C(=O)NC(C)(C)C1=O)C(=O)c1ccccc1 (configuration not stated)	·	6.3	-0.5	-0.8	-1.2	0.6	-2.5	91.4	-3.9	28.1
O=C(CN1C(=O)C(c2ccccc2)Oc2cccnc21)NCc1ccccc1F (configuration not stated)	-2.8	1.2	28.6	-2.4	-3.1	1.0	-1.5	97.3	3.7	-5.6
COc1ccc(C(=O)c2ccc(Cl)cc2)c2ccccc12	-0.7	8.7	31.9	2.8	-6.4	1.1	-10.2	106.9	-3.2	20.0
N/C(=N\OC(=O)COc1ccc(Cl)cc1Cl)c1cccnc1	0.2	-0.6	-3.7	-1.9	6.4	0.0	-3.7	99.3	1.6	-3.3
Cc1c(OC(C)C(=O)O)ccc2c(-c3ccccc3)cc(=O)oc12 (configuration not stated)	-0.8	-1.3	-4.5	6.5	-4.7	0.8	2.6	89.6	-6.2	-0.7
O=C(N/N=C/c1ccc(O)c(O)c1)NC12CC3CC(CC(C3)C1)C2	-3.2	-9.6	5.2	2.5	0.2	-1.7	14.9	93.8	1.3	9.3
COc1ccc(CN(C)C(=O)c2cc(-c3ccc(OC)c(OC)c3)nc3ccccc23)c(OC)c1	-0.5	-6.4	-3.7	-1.9	-7.8	0.4	-2.2	94.8	0.3	9.2
COc1ccc(-c2nc(NC(=O)c3nc4nccc(C)n4n3)sc2C)cc1	-2.9	0.9	-14.5	0.1	-4.3	2.2	3.5	101.3	-2.6	-11.1
CCc1nnc(NC(=O)CSc2nnnn2C)s1	0.1	-33.5	0.0	4.9	-7.8	0.7	2.4	·	-4.0	-0.1
CC(C(=O)N=Nc1c(O)[nH]c2ccccc12)n1cnc2ccccc2c1=O (configuration not stated)	-0.9	5.3	1.8	-0.5	0.8	-0.1	-0.7	·	-0.9	-3.5
S=C(c1ccc(-c2ccc(Br)cc2)o1)N1CCCCC1	-0.9	6.3	2.3	3.2	-6.6	-2.9	-3.1	102.3	-5.4	24.7
CC(C)CNC(=S)Nc1ccccc1F	-0.7	2.6	-2.0	3.1	-20.8	0.2	-1.9	103.0	3.3	2.5
O=C(Nc1ncnc2sc3c(c12)CCCC3)c1ccncc1	-2.1	-2.3	7.0	-0.9	-4.2	-1.9	0.1	102.1	-0.7	11.6
Cc1ccc(S(=O)(=O)NC2CCOC(C)(C)C2)cc1 (configuration not stated)	-2.8	-4.8	-3.2	1.7	3.6	-0.7	3.2	94.3	0.3	27.2
CC(=O)OCC(OC(C)=O)C(OC(C)=O)C(OC(C)=O)C(=O)Nc1ccccc1 (configuration not stated)	-1.7	-5.6	-3.5	8.0	-1.8	-2.6	-6.1	83.8	7.2	-5.3
Cc1ccc(N(CC(=O)NCc2ccccn2)S(=O)(=O)c2ccccc2)cc1Cl	-3.3	-7.4	2.3	-6.4	-6.6	0.4	-1.0	102.4	-4.8	22.3
N#CC12C(=O)NC(=O)C1(C#N)C21CCCC1 (configuration not stated)	0.0	2.4	-1.7	0.2	6.9	-0.6	0.5	·	2.2	7.9
COC(=O)[C@H](C)NC(=O)NCc1ccco1	-2.3	-3.9	-2.7	3.5	-2.1	-1.4	0.2	121.8	-2.8	-4.9
